PglD DTNB – C. jejuni PglD acetyltransferase inhibitors, primary screen, biochemical, DTNB colorimetric, single point. purified PglD enzyme, DTNB colorimetric CoA detection. UDP-N-acetylbacillosamine N-acetyltransferase PglD (Campylobacter jejuni). inhibition, % at 12.5 µM. hit rate 0.098% among 360,000; in the data active = inhibition above about 16%, passing the limit was not always enough; note: strong numbers were not always called active
E-sel inducer – E-selectin induction in HUVECs, primary screen, imaging, HUVEC, immunofluorescence imaging, single point; AID 686992, 2013; normalized: neutral wells 0, TNF-alpha wells 100; hit rate 0.37% among 260,000; activation, % at 7.58 µM; P16581;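 active = mean E-selectin-positive cell signal at least 10% of the positive control, reached in at least 60% of replicates, without over 20% cell loss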;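 note: in these data hits start at about 27%; measured in HUVEC primary endothelial cells; signal is the percent of cells scored E-selectin positive by PE staining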
Target sequence (P16581 whole entry, looked up): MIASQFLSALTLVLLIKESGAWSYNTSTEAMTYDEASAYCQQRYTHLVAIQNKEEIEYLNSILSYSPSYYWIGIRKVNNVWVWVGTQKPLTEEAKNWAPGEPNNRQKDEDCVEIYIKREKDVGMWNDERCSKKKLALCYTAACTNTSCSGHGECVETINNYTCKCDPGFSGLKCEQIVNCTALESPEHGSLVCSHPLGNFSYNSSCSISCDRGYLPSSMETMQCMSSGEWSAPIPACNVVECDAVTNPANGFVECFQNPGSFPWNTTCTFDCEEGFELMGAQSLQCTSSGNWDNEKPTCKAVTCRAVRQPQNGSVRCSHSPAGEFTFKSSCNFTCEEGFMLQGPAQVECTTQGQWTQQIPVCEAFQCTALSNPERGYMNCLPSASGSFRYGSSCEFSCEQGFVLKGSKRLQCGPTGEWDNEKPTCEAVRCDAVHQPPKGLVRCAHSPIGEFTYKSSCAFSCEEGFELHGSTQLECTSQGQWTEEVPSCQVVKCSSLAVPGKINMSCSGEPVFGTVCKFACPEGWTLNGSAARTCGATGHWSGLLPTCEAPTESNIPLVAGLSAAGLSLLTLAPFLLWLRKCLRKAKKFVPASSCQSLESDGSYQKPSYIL
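Test system: HUVEC | Signal: Immunofluorescence imaging | Read-out: Percent E-selectin-positive cells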
ARNT-TACC3 inh – disruptors of ARNT/TACC3 protein interaction, primary screen, biochemical, AlphaScreen, single concentration; Transforming acidic coiled-coil-containing protein 3 (Homo sapiens), Q9Y6A5; AlphaScreen His-ARNT PAS-B/GST-TACC3 binding, luminescence; TACC3 fragment carries E629A point mutation; inhibition, % at 9.99 µM; hit rate 0.66% among 390,000;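 active = mean inhibition of replicates at least 50% and at least half of replicates each reaching 50%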;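 note: 0% = complete ARNT plus TACC3 wells and 100% = ARNT alone without TACC3; many hits fall short of the cut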
esBAF inh – Bmi1 luciferase reporter increase in mESCs, primary screen, esBAF inhibitor project, mouse ES cells, Bmi1 luciferase knock-in, single point. 24 h; 100% = twice the neutral-well signal. reporter increase, % at 12.5 µM. hit rate 2% among 350,000; in the data active = activation above about 40%;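 note: 0% = median of the plate's neutral control wells and 100% = double that signal; a rise in the Bmi1 reporter signal indicates esBAF inhibition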
RAD54 branch – inhibitors of human RAD54 branch migration, primary screen, biochemical, fluorescence, single point; AID 602329, 2012; RAD54 Holliday junction branch migration, FAM/BHQ fluorescence; hit rate 0.14% among 360,000; DNA repair and recombination protein RAD54-like (Homo sapiens), Q92698; inhibition, % at 10.4 µM;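 active = mean normalized replicate activity at least 40 and at least half of replicates scoring 40 or more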;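 note: 0% = median of neutral control wells and 100% = median of positive control wells; inhibitors cause a drop in the FAM fluorescence signal; in these data hits start at about 50%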
ERp5 inh – inhibitors of ERp5-driven insulin aggregation, primary screen, biochemical, turbidity, absorbance 650 nm, single point | Protein disulfide-isomerase A6 (Homo sapiens), Q15084 | 90 min | inhibition, % at 9.99 µM | hit rate 0.05% among 350,000 | AID 651711, 2012;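 active = mean replicate inhibition above about 25%, with every replicate also reaching it, limit read from the data, passing the limit was not always enough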
Casp6 inh – human caspase-6 inhibitors, primary screen, biochemical, VEID-R110 fluorescence, single point, set 2; inhibition, % at 12.5 µM; AID 686996, 2013; purified caspase-6, Z-VEID-R110 cleavage fluorescence; hit rate 0.53% among 350,000; P55212;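 active = mean inhibition across replicates at least about 35%, with every replicate also reaching that limit, limit read from the data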;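 note: 0% = median of neutral control wells and 100% = no fluorescence left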
Target sequence (P55212 24-179 limits assumed): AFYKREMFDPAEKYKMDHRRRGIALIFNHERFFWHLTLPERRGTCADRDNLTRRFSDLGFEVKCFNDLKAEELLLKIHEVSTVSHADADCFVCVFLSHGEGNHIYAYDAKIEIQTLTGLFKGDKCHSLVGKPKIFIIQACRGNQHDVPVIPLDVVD
Target sequence (P55212 194-293 limits assumed): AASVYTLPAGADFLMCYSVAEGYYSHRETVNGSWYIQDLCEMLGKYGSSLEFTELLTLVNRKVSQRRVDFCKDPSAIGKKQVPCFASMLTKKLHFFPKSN
RAD52 anneal inh – RAD52 DNA annealing inhibitors, primary screen, biochemical, FRET, single point, set 2 | recombinant RAD52 DNA annealing, FRET fluorescence | AID 651710, 2012 | hit rate 0.46% among 360,000 | inhibition, % at 18.7 µM;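 active = every replicate showing at least 50% inhibition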
An asterisk follows results filed as active; x = no result given. Compounds as they come (roughly 3.2% active in at least one column).

SMILES | PglD DTNB | E-sel inducer | ARNT-TACC3 inh | esBAF inh | RAD54 branch | ERp5 inh | Casp6 inh | RAD52 anneal inh
C[C@@H]1CN([C@@H](C)CO)C(=O)c2cc(NC(=O)NC3CCCCC3)ccc2O[C@H]1CN(C)Cc1ccc(C(F)(F)F)cc1 | 0 | 0.1 | 3 | 0 | -7 | 0 | 1 | -9
O=C(CSc1nnnn1C1CCCC1)c1ccc2c(c1)OCCO2 | -6 | x | -9 | 81* | -3 | 2 | -6 | -21
Cc1cccc(NS(=O)(=O)c2cc(C(=O)N3CCN(C)CC3)ccc2C)c1 | 2 | x | -6 | 9 | -9 | x | x | x
Cc1ccc(S(=O)(=O)NCCC(=O)NCc2cccnc2)cc1 | 3 | -0.2 | -1 | -4 | -2 | -4 | 0 | -4
COc1cccc(C(=O)COc2ccc3c(C)cc(=O)oc3c2)c1 | 4 | -0.1 | -2 | -1 | 1 | -1 | -1 | -7
C[C@H](CO)N1C[C@H](C)[C@@H](CN(C)S(=O)(=O)c2ccc(C#N)cc2)OCc2ccccc2-c2ccccc2C1=O | -4 | -0.3 | 8 | 0 | -3 | 5 | 2 | 5
Cc1ccc(OCC(=O)Nc2cc(NC(=O)COc3ccc(C)c(C)c3)cc(C(=O)O)c2)cc1C | -1 | 0.1 | 1 | 13 | -2 | -2 | -2 | -21
Cc1noc(C)c1-c1nnc(-c2ccc(OC(F)(F)F)cc2)o1 | x | x | -3 | x | x | 1 | 0 | -1
O=C(OCC(=O)N1c2ccccc2Sc2ccccc21)c1ccc[n+]([O-])c1 | x | 1.7 | 3 | x | x | 3 | 0 | -2
O=C(CN1CCOCC1)NCC[C@H]1CC[C@@H](NS(=O)(=O)c2ccc(Cl)cc2)[C@H](CO)O1 | 4 | 0.4 | -11 | 2 | 4 | -2 | 1 | -9
O=C(C[C@H]1CC[C@H](NC(=O)C2CCOCC2)[C@@H](CO)O1)Nc1ccccc1 | x | -0.1 | x | x | x | 3 | -1 | -11
C[C@H]1CCCCO[C@H](CN(C)Cc2ccc(Cl)c(Cl)c2)[C@@H](C)CN([C@@H](C)CO)C(=O)c2cc(NC(=O)Cc3ccccc3)ccc2O1 | -2 | -0.2 | -3 | 1 | 6 | 9 | -1 | -3
CCOCc1nc2nc(Cl)c(Cl)nc2[nH]1 | 4 | -0.6 | x | x | -20 | 8 | 5 | -108
CN1C(=O)c2cc(NC(=O)c3cccc(F)c3)ccc2OC[C@H]2O[C@H](CC(=O)NCc3ccccc3)CC[C@H]21 | 0 | 0.2 | -1 | 5 | -4 | x | x | x
CC(C)Oc1cccc(NC(=O)C2(C)CCN2C(C)C)c1 (centres undefined) | 7 | 1.4 | x | -2 | -13 | -2 | -5 | 2
C[C@@H]1CN([C@H](C)CO)C(=O)c2cc(-c3ccc(C#N)cc3)cnc2O[C@@H]1CN(C)CC1CCOCC1 | 0 | -0.3 | -6 | -1 | 2 | 0 | -3 | 8
CCN(CC)c1ccc(S(=O)(=O)N2CCOCC2)cc1NC(=O)CSc1cccc[n+]1[O-] | -4 | x | -4 | x | 4 | 3 | 2 | -11
C[C@H](CO)N1C[C@H](C)[C@@H](CN(C)CC2CC2)Oc2ccc(NC(=O)Nc3cccc4ccccc34)cc2CC1=O | 0 | -0.1 | 1 | -1 | -4 | 2 | 3 | 24
CCCCc1ccc(-c2nc(N)n[nH]2)cc1 | 1 | x | 0 | 29 | -1 | x | x | x
Cc1c(C(=O)NN2CCOCC2)oc2ccccc12 | 1 | 0.0 | 1 | -1 | -1 | 1 | 5 | -6

A run of entries from the list above, as a working copy:
SMILES | PglD DTNB | E-sel inducer | ARNT-TACC3 inh | esBAF inh | RAD54 branch | ERp5 inh | Casp6 inh | RAD52 anneal inh
CN1C(=O)c2cc(NC(=O)c3cccc(F)c3)ccc2OC[C@H]2O[C@H](CC(=O)NCc3ccccc3)CC[C@H]21 | 0 | 0.2 | -1 | 5 | -4 | x | x | x
CC(C)Oc1cccc(NC(=O)C2(C)CCN2C(C)C)c1 (centres undefined) | 7 | 1.4 | x | -2 | -13 | -2 | -5 | 2
C[C@@H]1CN([C@H](C)CO)C(=O)c2cc(-c3ccc(C#N)cc3)cnc2O[C@@H]1CN(C)CC1CCOCC1 | 0 | -0.3 | -6 | -1 | 2 | 0 | -3 | 8
CCN(CC)c1ccc(S(=O)(=O)N2CCOCC2)cc1NC(=O)CSc1cccc[n+]1[O-] | -4 | x | -4 | x | 4 | 3 | 2 | -11
C[C@H](CO)N1C[C@H](C)[C@@H](CN(C)CC2CC2)Oc2ccc(NC(=O)Nc3cccc4ccccc34)cc2CC1=O | 0 | -0.1 | 1 | -1 | -4 | 2 | 3 | 24
CCCCc1ccc(-c2nc(N)n[nH]2)cc1 | 1 | x | 0 | 29 | -1 | x | x | x
Cc1c(C(=O)NN2CCOCC2)oc2ccccc12 | 1 | 0.0 | 1 | -1 | -1 | 1 | 5 | -6

The results go on:
SMILES | PglD DTNB | E-sel inducer | ARNT-TACC3 inh | esBAF inh | RAD54 branch | ERp5 inh | Casp6 inh | RAD52 anneal inh
C[C@H](CO)N1C[C@H](C)[C@H](CN(C)CC2CC2)Oc2ccc(NS(=O)(=O)c3cn(C)cn3)cc2C1=O | -2 | -0.5 | -5 | -1 | 3 | -4 | 1 | 6
CN(CCOc1ccc(F)cc1)Cc1ccccc1 | -3 | x | -5 | -2 | 10 | 2 | 2 | -8
CCc1cc(=O)oc2c(C)c(O[C@@H]3O[C@H](CO)[C@@H](O)[C@H](O)[C@H]3O)ccc12 | -4 | 0.5 | 6 | 12 | -14 | -9 | -2 | -9
CN(C)S(=O)(=O)c1ccc(C(=O)NCCN2C(=O)S/C(=C\c3cccnc3)C2=O)cc1 | x | x | 4 | x | x | 0 | 2 | -13
COc1cccc(-c2ccc3c(c2)O[C@H](CN(C)Cc2ccncc2)[C@@H](C)CN([C@@H](C)CO)S3(=O)=O)c1 | -2 | 2.6 | 3 | 3 | -10 | -2 | -2 | -13
C=CCn1c(SCC(=O)Nc2ccc(OC)cc2)nc2c([nH]c3ccccc32)c1=O | 0 | x | -4 | x | 3 | -2 | -2 | 8
COc1cccc(OC)c1OCCN1CCC(C(=O)NC(c2ccccc2)c2ncccc2C)CC1 (centres undefined) | 1 | 2.1 | x | -7 | 2 | 1 | 1 | -1
Cc1cccc(N2CCN(C(=O)CCNS(=O)(=O)c3cccs3)CC2C)c1 (centres undefined) | -1 | x | -3 | 15 | 2 | 1 | 0 | -80
CC1=NN(/C(=N\c2nnc(C)s2)Nc2ccc(C)cc2)[C@H](c2ccc(C)cc2)S1 | 3 | x | 11 | 18 | 10 | x | x | x
Cc1ccc2cc(C)c(Sc3nnnn3-c3ccccc3)nc2c1 | 2 | x | -2 | x | 7 | 0 | -2 | -12
Cc1ccc(NC(=O)Nc2cnc3ccccc3c2)cc1 | x | 17 | -4 | 4 | x | -1 | -4 | -15
COC(=O)C1(S(=O)(=O)c2cc(Br)cc3c2N(C(C)=O)CC3)CC1 | -3 | x | 0 | 0 | -6 | x | x | x
C/C=C/c1ccc([C@H]2[C@@H](CO)N(Cc3cncnc3)C23CN(C(=O)CC2CC2)C3)cc1 | x | -0.1 | x | x | x | -1 | -2 | -7
COc1cccc(-n2ccnc2SCC(=O)Nc2ccccc2F)c1 | x | 14 | 28 | x | x | 2 | -2 | -3
COCCn1nnnc1C(C(C)C)N1CCSCC1 (centres undefined) | 0 | 1.8 | -1 | 1 | -9 | -3 | 1 | -13
Cc1cc(OC(C)C(=O)Nc2ccncc2)ccc1Cl (centres undefined) | 2 | x | 2 | 6 | -2 | 0 | -5 | -3
CCC(c1nnc(SCC(=O)Nc2cccnc2Cl)n1-c1ccccc1)N(C)C (centres undefined) | x | x | 4 | x | x | 2 | -1 | -7
COc1ccc(N/C=C2\CCc3ccccc3C2=O)cc1 | -7 | 11 | 15 | -64 | -4 | 2 | 0 | 7
COc1ccc(CCn2nnnc2C(C(C)C)N2CCC(C(N)=O)CC2)cc1OC (centres undefined) | 3 | x | 3 | -4 | -8 | x | x | x
O=C1CC(c2c(F)cccc2Cl)C(n2cncn2)C(O)=C1C1NCCc2ccccc21 (centres undefined) | -4 | 6.2 | -1 | -7 | -5 | -1 | 0 | -11
CCCCN(C(=O)CSCC(=O)Nc1ccc(OC)cc1)c1c(N)n(CCC)c(=O)[nH]c1=O | 6 | -0.6 | -16 | 5 | 7 | 3 | 2 | -11
O=C(CSc1nccn1Cc1ccccc1)Nc1nccs1 | 0 | x | 11 | 39 | -5 | -4 | -1 | -8
CCCc1nc(SCC(=O)N2CCC(C)CC2)c2c(=O)n(C)c(=O)n(C)c2n1 | x | x | 2 | 0 | x | 2 | 1 | -3
COc1ccc(Cl)cc1N(CC(=O)N1CCCC1)S(=O)(=O)c1ccc(C)cc1 | x | 0.5 | 1 | 2 | x | 0 | 5 | -8
Cn1c(-c2ccccc2)cnc1SCC(=O)N1CCCCC1 | 0 | x | 0 | -68 | -8 | x | x | x
Cc1[nH]c2ccccc2c1/C=C(\C#N)S(=O)(=O)c1ccccc1 | 6 | x | 5 | -2 | 2 | x | x | x
CCOC(=O)/C(C#N)=C1/C=C(C)c2ccccc2N1 | x | x | 3 | x | x | -3 | 1 | -65
Cc1ccc(/C=N/Nc2ccc(F)cc2F)s1 | 4 | x | 4 | 31 | -12 | 3 | 0 | -14
CC(=O)Nc1cc(-c2ccc(Cl)cc2)nn1-c1ccccc1 | 6 | x | -7 | 6 | -4 | x | x | x
O=C(COc1ccc(S(=O)(=O)N2CCCCC2)cc1)N1CCOCC1 | -5 | x | -3 | x | -2 | -2 | -1 | 1
O=C(O)CCN1C(=O)C2C3c4ccccc4C(c4ccccc43)C2C1=O (centres undefined) | x | 1.5 | -3 | -9 | x | 1 | -1 | -9
FC(F)(F)c1cccc(CN2[C@@H]3CNC[C@H]2C3c2ccc(-c3ccncc3)cc2)c1 (some centres undefined) | x | -0.1 | x | x | x | 3 | -18 | 17
CCCc1[nH]n(-c2nc3ccccc3s2)c(=O)c1C=NCCCOC | -4 | 0.2 | 4 | 9 | 5 | 2 | 3 | 13
C[C@@H]1CN([C@H](C)CO)C(=O)c2cc(NC(=O)CCC(F)(F)F)ccc2O[C@H]1CN(C)C | 6 | x | -5 | -4 | 4 | 10 | 0 | -6
COc1cc(NC(=O)c2ccc3c(SCC(=O)O)c4c(nc3c2)CCC4)cc(OC)c1OC | 2 | x | -16 | -2 | -11 | 6 | 9 | -4
COc1ccc(N2CCN(C(=O)c3cn(C)c(=O)c4c3c3ccccc3n4C)CC2)cc1 | 4 | x | 14 | -3 | -4 | -3 | 10 | 4
COc1ccc(NC(=S)Nc2ccc3nccnc3c2)cc1 | -2 | 2.3 | 38 | 65* | 3 | x | x | x
C[C@H](CO)N1C[C@H](C)[C@H](CN(C)Cc2ccc(Cl)c(Cl)c2)Oc2c(NC(=O)Nc3cccc4ccccc34)cccc2C1=O | -2 | x | 5 | -5 | 0 | 4 | 1 | -16
NC(=O)C1CCN(CC(=O)Nc2cccc(C(=O)Nc3cccc(C(F)(F)F)c3)c2)CC1 | x | -0.2 | 1 | x | x | 1 | -1 | -13
COc1ccc(CC(=O)Nc2cccc3ccccc23)cc1OC | 2 | 0.1 | -35 | 6 | 0 | 0 | 0 | -5
COc1ccc(C(=O)COc2nc(C)cc(C)c2C#N)cc1 | -4 | x | -7 | -2 | 6 | x | x | x
O=S(=O)(/C=C/c1ccccc1)n1cnc2ccccc21 | -5 | x | 1 | 1 | 6 | x | x | x
COc1ccc(N2CCN(c3ncnc4scc(-c5ccc(C)cc5)c34)CC2)cc1 | -2 | 0.3 | 4 | -6 | -3 | 4 | -2 | -12
